Screens (PubChem BioAssay)
TbPYK inhibitor – T. brucei pyruvate kinase inhibition; TbPYK enzyme, Kinase-Glo Plus ATP luminescence, 45 min; Potency, µM (top dose mostly 76.8 µM), for inactives: at the highest dose activity, negative = inhibition, actives largely listed as inhibitors; actives 0.12% (n = 410,000); active means well fitted inhibition curve with a large enough effect; further: nearly all actives have a fitted effect of over 50% in size
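ADP (130 uM final) triggers the TbPYK reaction after compound addition; incubation is 45 min at room temperature. Kinase-Glo Plus is then added and luminescence imaged. Normalized data are fitted to concentration-effect curves.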
Starred values were filed as active, the others as inactive. On the % scale 0 is the no-effect control and ±100 the full control effect; potency means the concentration at half of the fitted maximal effect. An excerpt; count on the stated rates, not on these rows.

| SMILES | TbPYK inhibitor |
| --- | --- |
| C#CCNC(=O)C[C@@H]1C[C@@]2(C(=O)OCC)CCCC=C2N(Cc2ccc3c(c2)OCO3)C1=O | 9% |
| Cc1ccc2c(C)c(C)c(=O)n(C)c2c1 | 3% |
| Cc1cc(C)c(NC(=O)C(C)n2c(=O)c(C(F)(F)F)nc3ccccc32)c(C)c1 (stereo not drawn) | -9% |
| COc1cccc(CNC(=O)CC(c2ccc(F)cc2)N2Cc3ccccc3C2=O)c1 (stereo not drawn) | -13% |
| CCOC(=O)CSc1nc2cc(OC)c(OC)cc2c2nc(-c3ccccc3)nn12 | 1% |
| CC1=C(C(=O)N(C)C)CC(CC(=O)NC(c2ccccc2)c2ccccc2)C(=O)N1CCCN1CCCC1=O (stereo not drawn) | 2% |
| CCCc1cnc2c(c1SCC(=O)Nc1ccc(C)c(Cl)c1)c(=O)n(C)c(=O)n2C | -17% |
| Cc1noc(C)c1C(=O)N1CCC2(CCCN(C(c3ccccc3)c3ccccc3)C2)CC1 | 16% |

(next part)
| SMILES | TbPYK inhibitor |
| --- | --- |
| Cn1c(=O)c2cc(NC(=O)CC(C)(C)C)ccc2n1-c1ccccc1F | -2% |
| CCOC(=O)c1c(C)[nH]c(C)c1S(=O)(=O)N1CCN(c2ccc(Cl)cc2)CC1 | 0% |
| COc1ccc(/C=C/C(=O)N2CCC(c3nc4ccccc4o3)CC2)cc1OC | 7% |
| Fc1ccc(Nc2nc(SCc3ccccc3F)nc3ccccc23)cc1 | -1% |
| Cc1cc(NC(=O)Nc2csc3c2CCCC3)ccc1Br | 5% |
| CSc1ccc(CCNC(=O)CCc2c(C)nc3c(c(C)nn3-c3ccccc3)c2C)cc1 | -5% |
| CCOc1ccccc1NC(=O)C1CCC(CNS(=O)(=O)c2ccc3c(c2)CCCC(=O)N3)CC1 (stereo not drawn) | -5% |
| CN1C(=O)c2ccccc2Sc2ccc(NC(=O)COc3ccc(F)cc3)cc21 | -7% |

New compounds follow.
| SMILES | TbPYK inhibitor |
| --- | --- |
| Cc1onc(-c2ccccc2)c1C(=O)OCC(=O)Nc1ccccc1Cl | -8% |
| CCOc1ccccc1N(CC(=O)Nc1ccc(OC)c(Cl)c1)S(=O)(=O)c1ccccc1 | -16% |
| COc1ccc(C2=C(C(C)=O)Sc3nnc(-c4ccc(C)cc4)n3N2C(C)=O)cc1OC | 2% |
| O=C(CCc1ccccc1)N1Cc2cc(-c3cccc(F)c3)ccc2-n2nncc2C1 | 0% |
| Cc1cccc(OCC(=O)N(Cc2ccc(C(C)C)cc2)Cc2ccco2)c1C | 3% |
| COC(=O)c1c(NC(=O)COc2c(C)ccc(C)c2C)sc2c1CCC(C)C2 (stereo not drawn) | 2% |
| Oc1cccc2cc(Nc3ccccc3)cnc12 | 3% |
| Cc1cc(Br)ccc1NC(=O)CN(C)C(=O)c1ccccc1OCc1c(C)noc1C | -6% |

(cont.)
| SMILES | TbPYK inhibitor |
| --- | --- |
| CC1=C(C(=O)Nc2ccccc2C)C(c2ccccn2)n2nc(SCc3ccccc3F)nc2N1 (stereo not drawn) | 0% |
| Cc1cccc(C)c1NC(=O)c1csc([C@@H]2O[C@H](CO)[C@H](O)[C@H](O)[C@H]2O)n1 | 3% |
| COc1cccc(CNC(=O)CCCN2C(=O)CCn3nc(-c4cccn4C)cc32)c1 | -1% |
| N#Cc1nc2ccccc2n1OCc1ccccc1 | -6% |
| CCOC(=O)CC(NC(=O)N1CCC(CN2CCC(C)CC2)CC1)c1ccccc1 (stereo not drawn) | 0% |
| COc1ccc2c(c1)c1c(c(=O)n(-c3cccc(C)c3)c(=O)n1CC(=O)N1CCCC1)n2C | -3% |
| Cc1cccc(-c2cc3nc4c(c(N5CCC6(CC5)OCCO6)n3n2)CCCC4)c1 | 2% |
| Cc1ccccc1C(=O)Oc1cc(-c2ccc3c(c2)OCO3)cc(=O)c2c(C)oc(C)c12 | 0% |

(list continues)
| SMILES | TbPYK inhibitor |
| --- | --- |
| O=S(=O)(c1ccc(Br)cc1)c1nc(-c2ccco2)oc1SCc1ccccc1Cl | -16% |
| COc1ccc(C(O)c2nc(/C=C/c3ccc(C(F)(F)F)cc3)cs2)cc1 (stereo not drawn) | 5% |
| O=S(OCCN1CCOCC1)C(c1ccccc1)c1ccccc1 (stereo not drawn) | 1% |
| CC(=O)Nc1ccc(-c2ccnc3c2CC(C)(C(=O)NCCC(F)(F)F)O3)cc1 (stereo not drawn) | 8% |
| O=C(CS)Nc1ccccc1 | 3% |
| CCN(CC)CCCNC(=O)c1ccc2c(c1)NC(=O)C(CS(=O)(=O)Cc1cccc(Br)c1)N2 (stereo not drawn) | 1% |
| CCOC(=O)[C@]12CCCC=C1N(Cc1ccc3c(c1)OCO3)C(=O)[C@H](CC(=O)N1CCSCC1)C2 | 9% |
| CCOc1ccc(CCNC(=O)c2ccc3c(c2)sc2nc(-c4ccc(F)cc4)cn23)cc1OCC | -1% |

Remaining list, next part.
| SMILES | TbPYK inhibitor |
| --- | --- |
| COc1ccc(CN2C(=O)c3cccc4cccc(c34)C2c2nc3ccccc3[nH]2)cc1 (stereo not drawn) | 4% |
| COc1ccc(Cc2nc3ccc(C(=O)N4CCCCC4CO)cc3o2)cc1OC (stereo not drawn) | 0% |
| Clc1ccc2nc(NCc3ccccc3)c3nncn3c2c1 | -6% |
| COc1ccc(NC(=O)c2cc(C3CC3)nc3c2c(C)nn3-c2ccccc2)cc1 | -2% |
| Cc1ccncc1CNC(=O)c1ccccc1 | -11% |
| Clc1ccccc1-c1cnc2sc(NCc3ccc4c(c3)OCO4)nn12 | -3% |
| O=C(NCc1ccccc1F)C12CC3CC(CC(C3)C1)C2 | -4% |
| CCNC(=O)C1(C)CCN(C(=O)c2ccc(OC)cc2OC)C1 (stereo not drawn) | 1% |

Next compounds.
| SMILES | TbPYK inhibitor |
| --- | --- |
| O=C(CNS(=O)(=O)c1ccc(Br)s1)N1CCN(c2ccccc2F)CC1 | -2% |
| CN1CCC(N2CCN(C3CN(CCc4ccccc4)S(=O)(=O)C3)CC2)CC1 (stereo not drawn) | 1% |
| COc1ccc(NC(=O)c2oc3c(c2C)-c2nn(Cc4ccccc4Cl)cc2CC3)cc1OC | 0% |
| COc1ccc(S(=O)(=O)Nc2ccc3oc4c(c3c2)CCCC4)cc1 | 4% |
| O=C(c1ccccc1)c1cccc2ccccc12 | 3% |
| CC(C)CC1NC(=O)c2cccnc2-n2c1nc1ccccc1c2=O (stereo not drawn) | -5% |
| N#Cc1cccc(C(Br)S(=O)(=O)c2ccccc2)c1 (stereo not drawn) | -3% |
| O=C1NCN(c2ccccc2)C12CCN(C(CCc1ccccc1)c1nnnn1C1CCCCC1)CC2 (stereo not drawn) | -3% |

Additional results:
| SMILES | TbPYK inhibitor |
| --- | --- |
| CC(O)(c1ccncc1)c1nc(-c2cccc(C(F)(F)F)c2)cs1 (stereo not drawn) | -7% |
| COc1ccc(C)cc1-n1c(-c2ccc(C)cc2)cc2c1CC(C)(C)CC2=O | 4% |
| O=C(NC1CC(=O)N(c2ccc(F)cc2)C1)C1CCCCC1 (stereo not drawn) | -2% |
| COc1ccc(OC)c(C(O)c2ncc(-c3cccc4ccccc34)[nH]2)c1 (stereo not drawn) | 4% |
| COc1ccc(C(c2nnnn2C(C)(C)C)N2CCN(C/C=C/c3ccccc3)CC2)cc1 (stereo not drawn) | 1% |
| Cc1ccc(-n2ncc3c(Nc4cccc(C(F)(F)F)c4)ncnc32)cc1C | -6% |
| O=C(Nc1cccc(Cl)c1)c1cc(-c2ccc3c(c2)OCCO3)on1 | -14% |
| CC(C)(C)Cc1c(-c2ccc(Cl)cc2)nc2ccc(Br)cn12 | 7% |

Remaining list, next part.
| SMILES | TbPYK inhibitor |
| --- | --- |
| O=C1CSC(=S)N1N=Cc1cccc(OCc2ccccc2)c1 | -7% |
| CCSc1ncc(Cl)c(C(=O)N(Cc2ccccc2Cl)C2CCS(=O)(=O)C2)n1 (stereo not drawn) | -2% |
| CCOc1ccc(NC(=O)CSC2=Nc3ccccc3C3=NC(CC(=O)NCc4ccccc4OC)C(=O)N23)cc1 (stereo not drawn) | 4% |
| COc1ccc(OCC(=O)N2CCc3ccccc32)c([N+](=O)[O-])c1 | -2% |
| O=C(NCc1ccc(F)cc1)c1cc2cccc3c2n1CCS3 | -3% |
| COc1cccc(CNC(=O)CSc2n[nH]c(-c3ccccc3Cl)n2)c1OC | 2% |
| CCCCNC(=O)C[C@@H]1C[C@@]2(C(=O)OC)CCCCC=C2N(Cc2ccc(Cl)cc2Cl)C1=O | 0% |
| CCOc1ccc(C2C(C(=O)Nc3ccccc3)=C(C)Nc3nc(SCc4cc(C)ccc4C)nn32)cc1 (stereo not drawn) | 3% |

The listing continues:
| SMILES | TbPYK inhibitor |
| --- | --- |
| Cc1ccc(Cl)cc1NC(=O)Cn1c(=O)c2ccccc2n2nncc12 | -5% |
| CC(O)(c1cccnc1)c1nc(-c2cccc(C(F)(F)F)c2)cs1 (stereo not drawn) | 5% |
| CC(C)CNC(=O)c1c(-c2ccccc2)c(-c2ccccc2)nn(C)c1=O | -9% |
| COc1ccccc1CNC(=O)CSc1ncc2c(n1)-c1ccc(Cl)cc1N(Cc1ccccc1)S2(=O)=O | 3% |
| NC(CSC(c1ccccc1)(c1ccccc1)c1ccc(-c2ccccc2)cc1)C(=O)O (stereo not drawn) | 1% |
| CS(=O)(=O)c1ccc(Cl)c(NC(=O)CSc2nnc3n2CCCCC3)c1 | 4% |
| O=C(O)C1CCN(Cc2oc(CO)cc(=O)c2O)C1 (stereo not drawn) | -1% |
| CCCCNC(=S)N(CCCO)Cc1cc2cc3c(cc2[nH]c1=O)OCO3 | -6% |

More results follow:
| SMILES | TbPYK inhibitor |
| --- | --- |
| CCOc1ccc(NC(=O)Cn2c(=O)n(CCC(=O)NCCc3ccccc3)c(=O)c3ccccc32)cc1 | -9% |
| CCCCCn1c(N2CCC(Cc3ccccc3)CC2)nc2c1c(=O)[nH]c(=O)n2C | -3% |
| CC(NC(=O)c1ccccc1)C(=O)Nc1ccccc1 (stereo not drawn) | 2% |
| CC1Oc2ccc(C#N)cc2N(Cc2ccc(F)cc2)C1=O (stereo not drawn) | -1% |
| CC(C)(C)c1ccc(CC(=O)N2CCC2(C)C(=O)NS(=O)(=O)c2ccccc2C(F)(F)F)cc1 (stereo not drawn) | 0% |
| CCOC(=O)C1=CC[C@@H](c2ccccc2)N(S(=O)(=O)c2ccc(C)cc2)[C@H]1c1ccccc1C | 4% |
| CCCOc1ccc(C2C(=O)N(C3CCCCCC3)CC(=O)N2CCC)cc1OC (stereo not drawn) | 4% |
| CC(C)C(C(=O)Nc1ccccc1F)N1C(=O)c2ccccc2C1=O (stereo not drawn) | -13% |

More compounds follow:
| SMILES | TbPYK inhibitor |
| --- | --- |
| CC(CNC(=O)c1sc2ncccc2c1-n1cccc1)c1ccccc1 (stereo not drawn) | 5% |
| C[C@H]1CN([C@@H](C)CO)C(=O)CCCn2nncc2CO[C@@H]1CN(C)C(=O)Nc1cccc2ccccc12 | -8% |
| CC1Cc2cc(/C(O)=C3/C(=O)C(=O)N(CCCn4ccnc4)C3c3ccc([N+](=O)[O-])cc3)ccc2O1 (stereo not drawn) | 1% |
| N=c1nc2n(cc1F)C1OC(CO)C(O)C1O2 (stereo not drawn) | 3% |
| COc1cccc(-n2c(SCC(=O)Nc3cc(C)ccc3C)nc3c(oc4ccccc43)c2=O)c1 | -6% |
| CN(c1ccccc1)S(=O)(=O)c1cc(C(=O)NCc2ccco2)ccc1Cl | 1% |
| O=C(Nc1ccccc1Cl)c1ccccc1CC(O)(c1ccccc1)c1ccccc1 | -5% |
| O=C(Nc1cccc2cccnc12)c1ccccc1[N+](=O)[O-] | 5% |

Continuation.
| SMILES | TbPYK inhibitor |
| --- | --- |
| Cc1cc(F)ccc1NC(=O)c1ccc2nc(Cc3ccccc3)oc2c1 | 1% |
| CCCOc1ccc(F)cc1-c1cc(C(=O)NCCOC)[nH]n1 | 6% |
| Cc1ccc(C(=O)Nc2nc(-c3nnn(-c4cccc(C(F)(F)F)c4)c3C)ns2)cc1 | 1% |
| CCN(C(=O)c1cc(S(=O)(=O)N2CCc3ccccc32)cn1C)c1cccc(C)c1 | -2% |
| CNc1cncc(-c2cccc(O)c2)n1 | -5% |
| COCc1cc(C)nc2sc3c(=O)n(-c4cc(C)ccc4C)nnc3c12 | 0% |
| COc1cccc(S(=O)(=O)N(C)C[C@H]2Oc3ncc(Br)cc3C(=O)N([C@@H](C)CO)C[C@@H]2C)c1 | -6% |
| O[C@@H]1C[C@H](c2ccc(Cl)cc2)N(Cc2cccs2)C[C@H]1n1cc(-c2ccc(F)cc2)nn1 | -7% |

Going on with the list.
| SMILES | TbPYK inhibitor |
| --- | --- |
| CCCSc1nc2ccccc2c(=O)n1-c1ccccc1OC | -1% |
| Cc1nn(CCC(=O)Nc2cccc(C#N)c2)c(C)c1S(=O)(=O)N1CCC(C)CC1 | 5% |
| COc1ccc(C(=O)CCc2ccc(OC)c(OC)c2)cc1 | -1% |
| CSc1ccc(CN2CCC2(C)C(=O)Nc2ccc3c(c2)OCO3)cc1 (stereo not drawn) | -8% |
| CCOC(=O)c1ccc(NC(=O)CCc2c(C)nc3cc(-c4ccc(OC)cc4OC)nn3c2C)cc1 | -1% |
| CN(C)c1ccc(NC(=O)Cn2c(SCc3ccccc3F)nc3cccnc32)cc1 | 3% |
| Cc1ccc2c(CSc3nc4ccccc4c(=O)n3CCCO)cc(=O)oc2c1 | 0% |
| Cn1cc(C(=O)NCc2ccccc2)c(=O)c2cc(S(=O)(=O)N3CCCCCC3)ccc21 | 3% |
